bCat nuc transl = beta-catenin nuclear translocation modulation; AID 1665; HeLa beta-catenin nuclear translocation, immunofluorescence imaging; nuclear translocation activity, % at 5 µM; 190,000 compounds, 0.3% hits;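 active means nuclear translocation activity above 50% at 5 µM, with a well cell count of 50 or more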;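 further: per-cell ratio of nuclear to cytoplasmic median beta-catenin stain intensity; plate controls were DMSO negative control for no effect and GSK-3 inhibitor IX positive control for full effect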
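Technique: fluorescence imaging of beta-catenin antibody stain plus DAPI / Material: human HeLa cell line / Incubation: compound treatment 24 h, 37°C, 5% CO2 / Read-out basis: % activation of per-cell nuclear versus cytoplasmic median beta-catenin signal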
Hep lipid drop = modulators of hepatic lipid droplet formation; AML12 mouse hepatocytes, oleate lipid droplets, BODIPY imaging; inhibition, % at 6.5 µM; 240,000 compounds, 0.4% hits; AID 1656;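 active means lipid droplet intensity inhibited by at least 50%, with more than 500 cells counted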
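Material: mouse AML12 hepatocyte cell line, fixed after treatment; Timing: compound with oleate, overnight; Technique: high-content imaging of BODIPY-stained droplets and DAPI nuclei; Probe or stimulus: oleate, 100 µM final; Dosing: compound at 6.5 µM only.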
Yfh1-off respiration = enhancers of respiration in Yfh1-depleted yeast, dose response, Friedreich's ataxia, plus single-dose screen (AID 1465); S. cerevisiae Yfh1-off respiration, WST-1 reduction, 72 h; higher fold induction means a stronger effect; fold induction at 50 µM, or EC50 in µM where a hit was titrated; 220,000 compounds, 0.074% hits;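 active means fold induction of absorbance versus untreated yeast above a set limit, then at least 30% activation at any dose in follow-up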;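 further: activators that raise dye reduction in frataxin-depleted yeast; strong numbers were not always called active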
MT stabilize HCS = microtubule stabilizers in HeLa cells; HeLa tubulin immunostaining HCS, 24 h; share of cells brighter than vehicle mean+2SD; % tubulin-high responders, % at 10 µM; 200,000 compounds, 0.83% hits;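 active means plate Z-score above 3 for both tubulin-high and condensed-nucleus cell shares, with cell loss under 80%, at 10 µM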;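 further: anti alpha tubulin signal scored within the nucleus-defined area of each cell; some results filed as inactive read as strong as hits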
HEK293 NOD2/NF-kB = NOD2 signaling inhibitors, cell-based, luminescence, uHTS, HEK293 (AID 1566); HEK293 NOD2/NF-kB luciferase reporter, luminescence; higher % means a stronger effect; 290,000 compounds, 0.63% hits; inhibition, % at 4 µM, or EC50 in µM where a hit was titrated; in the data active means inhibition above about 50%; further: many of its hits are not listed in these tables
WT yeast gro inh = growth inhibition of WT yeast, mitochondrial fusion screen | 190,000 compounds, 2.1% hits | AID 1362 | mitochondrial fusion phenotypic screen, WT strain | inhibition, % at 10 µM; in the data active means inhibition above about 58%; tested in S. cerevisiae
Autophagy mod = autophagy modulation, high-content screen. 190,000 compounds, 0.98% hits. MEF GFP-LC3 puncta imaging; test concentration mostly 10 µM. calls only at 10 µM (by protocol);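 active means percentage of spot-positive cells more than 3 SD above its plate mean, without a fluorescence outlier flag or 80% toxicity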;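 further: spot-positive cell cutoff set from DMSO-treated cells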
Dynein transport = blocks dynein driven cargo transport along microtubules. AID 1381. z-score, hits read low. 220,000 compounds, 0.47% hits. 3617.4 mouse cells, GR-EGFP nuclear translocation imaging; test concentration mostly 20 µM; stimulated with dexamethasone, 1 µM; hits give low values;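 active means plate z-score of nuclear minus cytoplasmic receptor signal below a set negative limit, without overly bright fluorescence or cell loss, cut at about -3.5 in these data, passing the limit was not always enough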;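 further: z-score of nuclear minus cytoplasmic ring GR-EGFP intensity difference per well; some compounds called inactive have numbers as strong as hits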
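medium = tetracycline-free induction medium containing charcoal-stripped FBS | probe or stimulus = dexamethasone, 1.0 µM final | timing = 48 h induction, then 1 h compound, then 30 min agonist, 37 °C | detection = automated 10x imaging of fixed Hoechst-stained cells | read-out basis = nuclear versus cytoplasmic GR-EGFP signal, averaged per well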
Insulin prom up = MIN6 insulin promoter up-regulation. MIN6 insulin promoter-GFP reporter, high-content imaging; hits give high values. z-score at 5 µM. 190,000 compounds, 0.3% hits;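 active means z-score above 3 at 5 µM with at least 500 cells counted in the well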
WT yeast gro inh mutant strain = further read-out of WT yeast gro inh, marked with its call; inhibition, %; mitochondrial fusion phenotypic screen, mutant strain inhibition
Dynein transport cytoplasmic EGFP = also measured in Dynein transport; calls as there; z-score; measured here: cytoplasmic GR-EGFP intensity; hits give high values
Dynein transport nuclear GR-EGFP = recorded beside Dynein transport, whose call it bears; z-score; measured here: nuclear GR-EGFP intensity;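 lower value marks the stronger effect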
Dynein transport cell count = also measured in Dynein transport; calls as there; z-score; measured here: cell count per field
Insulin prom up cell count = second read-out of Insulin prom up, no call of its own (marks repeat the call); cell count; measured here: cytotoxicity, nuclei count;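 total cells summed across four imaged fields per well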
Hep lipid drop cells 6.5 µM = second read-out of Hep lipid drop, no call of its own (marks repeat the call); cell count; measured here: cell count, cytotoxicity flag;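 cells counted across two imaged fields per well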
bCat nuc transl cell count 5 µM = also measured in bCat nuc transl; calls as there; cell count; measured here: cell count, cytotoxicity flag
MT stabilize HCS Hoechst-high % = second read-out of MT stabilize HCS, no call of its own (marks repeat the call); % Hoechst-high responders; measured here: nuclear condensation Hoechst responders;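 share of cells brighter than vehicle mean plus two SD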
MT stabilize HCS cytotoxicity % = recorded beside MT stabilize HCS, whose call it bears; toxicity, %; measured here: cytotoxicity by cell density;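 0% = mean cell density of plate MIN control wells and 100% = no cells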
Autophagy mod cell loss 18 h = recorded beside Autophagy mod, whose call it bears; toxicity, %; measured here: cell loss, nuclei count;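 cell loss after 18 h compound exposure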
Numbers without * were called inactive; i = inactive; x = no result given. Only part of the results is shown. The share of hits here may be higher or lower than overall.

A first look:
SMILES	bCat nuc transl	bCat nuc transl cell count 5 µM	Hep lipid drop	Hep lipid drop cells 6.5 µM	Yfh1-off respiration	MT stabilize HCS	MT stabilize HCS Hoechst-high %	MT stabilize HCS cytotoxicity %	HEK293 NOD2/NF-kB	WT yeast gro inh	WT yeast gro inh mutant strain	Autophagy mod	Autophagy mod cell loss 18 h	Dynein transport	Dynein transport cytoplasmic EGFP	Dynein transport nuclear GR-EGFP	Dynein transport cell count	Insulin prom up	Insulin prom up cell count
CC(NC(=O)c1cc2ccccc2o1)c1cccs1 (stereo not drawn)	x	x	-17	730	i	2.3	2.1	9.3	-4%	1	16	i	-4	1.5	-0.24	1.4	-0.49	0.77	847
CCC(CC)C(=O)OCC(=O)Nc1cc(OC)c([N+](=O)[O-])cc1C	0.5	1013	2	604	i	4.2	2.2	5.3	11%	17	-4	i	16	1.3	-0.31	0.41	-0.58	x	x

All compounds of this part, from the start:
SMILES	bCat nuc transl	bCat nuc transl cell count 5 µM	Hep lipid drop	Hep lipid drop cells 6.5 µM	Yfh1-off respiration	MT stabilize HCS	MT stabilize HCS Hoechst-high %	MT stabilize HCS cytotoxicity %	HEK293 NOD2/NF-kB	WT yeast gro inh	WT yeast gro inh mutant strain	Autophagy mod	Autophagy mod cell loss 18 h	Dynein transport	Dynein transport cytoplasmic EGFP	Dynein transport nuclear GR-EGFP	Dynein transport cell count	Insulin prom up	Insulin prom up cell count
CC(NC(=O)c1cc2ccccc2o1)c1cccs1 (stereo not drawn)	x	x	-17	730	i	2.3	2.1	9.3	-4%	1	16	i	-4	1.5	-0.24	1.4	-0.49	0.77	847
CCC(CC)C(=O)OCC(=O)Nc1cc(OC)c([N+](=O)[O-])cc1C	0.5	1013	2	604	i	4.2	2.2	5.3	11%	17	-4	i	16	1.3	-0.31	0.41	-0.58	x	x
Cc1ccc(C(C(=O)NC2CCCC2)N(Cc2ccc(F)cc2)C(=O)c2csnn2)o1 (stereo not drawn)	-1.1	886	x	x	i	1.0	1.0	11	1%	-3	-4	i	4	-1.3	-0.19	-0.68	0.82	0.31	1186
O=C(NCc1nc2ccccc2[nH]1)c1ccco1	x	x	14	742	i	3.1	2.9	9.1	-2%	-14	7	i	-4	0.6	-0.19	0.34	1.1	0.51	1360
Cc1cccc(CSCCNC(=O)c2ccc(N(C)S(=O)(=O)c3ccccc3)cc2)c1	3.8	1325	x	x	i	3.1	1.9	2.4	8%	26	25	i	18	-0.025	-0.2	-0.31	-0.22	0	1324
CCN(Cc1ccccc1)S(=O)(=O)c1cc(C(=O)NCC2CCCCC2)ccc1OC	3.3	1054	2	662	i	3.7	3.3	6.6	18%	8	9	i	-6	0.83	-0.25	0.76	-0.78	-0.67	1364
CSc1nc(N)nc(SCCS(=O)(=O)c2ccc(Cl)cc2)c1C#N	-1.1	938	-18	675	i	2.5	1.5	5.2	17%	33	-6	i	0	-0.44	-0.27	-0.57	1.6	0.75	945
CCCc1nnc(NC(=O)CN2CCOCC2)s1	-1.3	1372	x	x	i	2.5	1.9	18	7%	8	8	i	11	0.4	-0.29	0.17	0.29	-0.78	1472
CCOc1ccccc1C(=O)Nc1nnc(C(C)C)s1	x	x	x	x	i	4.7	2.8	9.3	-12%	2	14	i	8	-0.076	-0.083	0.26	-0.45	0.86	828
CCCCc1nnc2c(N(C)S(=O)(=O)c3ccc(C)cc3)nc3ccccc3n12	0.1	1309	-2	735	i	x	x	x	24%	x	x	x	x	-1	-0.22	-0.59	1.7	x	x
CCN(CC)S(=O)(=O)c1ccc(C)c(NC(=O)CNCCN(C(C)C)C(C)C)c1	-0.6	1549	0	736	i	1.4	2.7	6.8	6%	-44	12	i	-4	-1.2	-0.2	-0.76	0.41	x	x
COc1ccc(C(=O)c2ccc(Cl)c([N+](=O)[O-])c2)cc1	x	x	-15	705	i	5.4	57	38	-9%	24	9	i	56	-1.5	-0.072	-1.2	0.97	1.2	1321
Clc1ccc(-c2nnc3n2CCCCC3)cc1	x	x	1	777	i	0.6	1.8	23	-4%	-1	1	i	-13	-0.026	0.17	-0.13	0.58	0.08	877
CCCc1nc2n[nH]c(N)c2c2c1CCCC2	7.4	852	x	x	i	6.9	2.2	2.2	0%	-1	9	i	0	0.095	-0.12	0.43	-0.1	0.61	1319
CCCCOc1ccc(C(=S)N2CCC(C(N)=O)CC2)cc1	-3.3	1037	6	654	i	5.8	2.9	8.2	-20%	-27	13	i	1	-0.049	-0.21	0.31	-0.28	0.62	1276
Cc1ccc(NC(=O)C2=C(O)c3sccc3N(C)S2(=O)=O)cc1	-7.1	1126	0	653	i	0.9	1.7	3.7	-6%	-3	-15	i	-5	x	x	x	x	0.49	1957
Cc1ccc(Cn2nc(C)c(NC(=O)c3cc(C)no3)c2C)cc1	x	x	x	x	i	3.0	1.8	6.3	11%	-15	-25	i	3	-0.93	-0.22	-0.52	0.44	-1.2	898
CCc1cc2c(=O)c(-c3nc4ccccc4n3C)coc2c(CN2CCN(C)CC2)c1O	x	x	-4	720	i	2.0	1.7	3.8	1%	-10	-13	i	1	-0.34	-0.26	0.083	0.29	0.09	1248
Cc1ccc(Oc2ncnc(N)c2[N+](=O)[O-])cc1	-0.7	1082	-4	677	i	2.7	1.8	0.6	11%	-6	-16	i	-9	-0.72	-0.2	-0.33	0.51	-0.38	1040
CN(c1ccc(F)cc1)S(=O)(=O)c1ccc2[nH]cc(C(=O)O)c(=O)c2c1	-0.9	1078	1	755	i	4.8	2.0	3.9	-3%	5	-3	i	4	2.9	0.11	1.3	-2.5	0.06	1257
COc1cccc(-n2c(N)c(-c3nc4ccccc4[nH]3)sc2=S)c1	-2.1	1134	-9	766	i	2.5	1.6	11	-13%	18	19	i	18	1.2	-0.15	0.65	-0.41	0.85	1112
C=CCn1c(Sc2nc(C)cs2)nc2c1c(=O)[nH]c(=O)n2C	5.9	1048	x	x	x	2.3	2.3	5.1	-1%	-10	1	i	6	-0.18	0.25	-0.26	0.33	0.19	1383
C/C(CC(=O)N1CCN(C=O)CC1)=N\NC(=O)c1cccc([N+](=O)[O-])c1	-0.3	1548	5	648	i	1.9	0.8	4.2	10%	-15	-1	i	5	-0.18	-0.32	0.032	0.068	0.68	1345
O=C(NCCSCc1c(F)cccc1Cl)c1ccco1	-3.1	815	x	x	i	4.4	2.9	12	-4%	5	14	i	-7	-0.32	-0.23	0.12	0.22	0.34	865
COc1ccc(/C=C/C(=O)NC(=S)Nc2ccccc2C(=O)NC2CCCCC2)cc1	2.1	1370	x	x	i	2.9	1.9	6.9	10%	-9	-2	i	-14	-1	-0.21	-0.61	0.81	-0.08	1480
COc1ccc(OC)c(NC(=O)[C@@H]2CCCN2C(=O)c2cccs2)c1	1.5	943	-1	592	i	1.0	3.1	6.6	4%	5	-11	i	14	-0.54	-0.2	-0.65	0.59	0.19	1313
Cc1ccc(OCc2nnc(N)s2)cc1C	-0.2	1358	8	715	i	x	x	x	10%	x	x	x	x	-0.069	-0.26	0.54	0.066	x	x
CCOC(=O)c1nnc(-c2ccc(C)cc2)nc1Oc1ccc(Cl)cc1Cl	x	x	x	x	i	1.5	1.1	1.3	-5%	40	14	i	-3	-3.2	0.32	-1.7	0.88	x	x
CC(C)CNS(=O)(=O)c1ccc(CC(C)C)cc1	-0.9	1119	12	654	i	1.2	1.3	3.6	-7%	-2	-8	i	11	0.67	-0.33	0.12	-0.68	-0.88	1237
CCOc1cc(NS(=O)(=O)c2ccc(NC(C)=O)cc2)c(OCC)cc1NC(=O)C(C)C	-4.4	1228	-1	750	i	1.9	1.6	4.7	10%	-6	-1	i	-13	-0.022	-0.14	0.056	0.16	-0.58	898
COCCCn1c(=O)/c(=C\c2ccccc2OC(F)F)s/c1=C(/C#N)C(=O)N1CCOCC1	4.6	1043	3	694	i	3.1	2.1	7.9	14%	30	5	i	11	-0.19	0.95	0.56	-0.78	0.09	1186
O=C(Nc1ccccc1)C1CCCN1C(=O)NCc1ccccc1 (stereo not drawn)	-0.3	1532	1	629	i	3.3	2.2	9.0	-8%	-17	-2	i	-3	0.71	-0.24	0.25	-0.56	0.37	1458
COC(=O)c1sccc1NC(=O)c1cc(OC)c(OC)c(OC)c1	-1.0	1401	x	x	i	2.8	1.7	3.2	1%	21	-10	i	-9	2.6	-0.12	0.86	-1.7	3.7*	1438*
O=C(O)c1cnc(-c2ccccc2)nc1Sc1ccccc1	x	x	x	x	i	0.7	1.8	11	-27%	25	-6	i	-4	-0.67	-0.2	-0.6	0.84	x	x
CCOC(=O)CN(C)C(=O)CCc1nnc(-c2ccsc2)o1	-4.5	1105	4	736	i	1.1	2.5	8.9	-11%	59*	42*	i	1	-0.086	-0.062	-0.28	-1.6	-0.53	1615
Cc1ccc(S(=O)(=O)N(C)Cc2ccc(-c3nnco3)cc2)cc1	-0.4	1362	x	x	i	1.5	1.6	5.7	10%	14	5	i	-6	0.22	-0.18	0.11	0.24	0.81	1548
C=CCN1C(=O)C(CC(=O)Nc2ccc(OC)cc2)SC1=Nc1ccc(S(N)(=O)=O)cc1 (stereo not drawn)	0.5	1144	0	704	i	1.8	1.0	0.5	13%	-1	13	i	9	0.92	-0.21	0.61	-1.3	-0.09	1198
CCCCNC(=S)Nc1ccc2[nH]c(=O)[nH]c2c1	-1.3	1506	x	x	i	1.3	2.2	3.4	4%	-2	-3	i	-18	-1.1	-0.22	-0.35	0.48	x	x
